Compound activity: PubChem BioAssay, National Center for Advancing Translational Sciences (NCATS)
JMJD2A Tudor inh: inhibitors of human JMJD2A Tudor domain; Potency, µM (series often up to 114 µM), for the others: at the highest dose activity change, negative = inhibition, actives largely listed as inhibitors; AID 504339; O75164; AlphaScreen JMJD2A-Tudor / H3K4me3 peptide binding; actives 4.4% (n = 390,000); also: potency is read from the fitted curve at half-maximal effect; % is scaled to controls: 0 for no effect and ±100 for the full control effect; nearly all actives have a fitted effect of over 50% in size
HP1b binding inh: blocks HP1-beta chromodomain binding to methylated histone tails; Potency, µM (doses to about 114 µM), for the others: at the highest dose activity change, negative = inhibition, most hits filed as inhibitors; actives 0.56% (n = 390,000); AlphaScreen HP1-beta / biotin-H3K9me3 peptide binding; P83916; AID 540317; also: potency is read from the fitted curve at half-maximal effect; nearly all actives have a fitted effect of over 70% in size; inactives centre near 23
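HP1-beta protein (50 nM final) preincubated 30 min at room temperature with biotinylated H3(1-18)K9me3 peptide (50 nM) in PBS pH 7.4, 0.01% Tween-20, then compound added for 30 min. AlphaScreen streptavidin donor/nickel chelate acceptor beads (10 ug/mL final), 30 min dark, luminescence read.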
PI4K2A inh: PI4K2A (human) kinase inhibition. AID 1346378. Q9BTU6. activity change, negative = inhibition, % at 76.9 µM. purified PI4K2A, ADP-Glo luminescence, 1 h; stronger effect = lower value. actives 0.13% (n = 420,000); in the data active = activity change below about -50%; inconclusive = mostly about -30% to -49%;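 also: -100% = wells without enzyme as full effect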
Target sequence (Q9BTU6 whole entry, looked up): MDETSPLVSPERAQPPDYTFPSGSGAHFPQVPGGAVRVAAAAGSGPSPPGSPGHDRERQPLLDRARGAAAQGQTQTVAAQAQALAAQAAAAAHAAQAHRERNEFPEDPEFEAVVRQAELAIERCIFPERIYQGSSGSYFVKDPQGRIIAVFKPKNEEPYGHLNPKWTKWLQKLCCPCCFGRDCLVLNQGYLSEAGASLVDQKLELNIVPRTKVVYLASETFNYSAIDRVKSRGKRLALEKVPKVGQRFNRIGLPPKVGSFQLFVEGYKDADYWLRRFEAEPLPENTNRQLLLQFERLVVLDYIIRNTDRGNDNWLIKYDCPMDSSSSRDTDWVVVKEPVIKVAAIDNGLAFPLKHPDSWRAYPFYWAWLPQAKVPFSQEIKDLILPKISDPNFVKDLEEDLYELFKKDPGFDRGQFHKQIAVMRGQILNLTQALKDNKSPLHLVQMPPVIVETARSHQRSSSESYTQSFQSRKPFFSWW
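ADP-Glo luminescence measured ADP generated by PI4K2A enzyme (4 ug/mL before mixing) with 1.2 mM PI substrate (pre-mix) and 300 microM ATP (pre-mix). Tris pH7.5 buffer with MgCl2, Triton X-100; 1 h reaction at ambient temperature.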
Pin1 inhibitor: blocks the human prolyl isomerase Pin1; Pin1 FP peptide displacement, HiFluor488, 10 min; Potency, µM (highest dose often 115 µM), without a hit: top-dose activity, negative = inhibition, usual class: inhibitors; actives 0.009% (n = 390,000); Q13526; active = well fitted inhibition curve with a large enough effect in the polarisation, with a control signal flat, not every such curve was filed as active; inconclusive = small, poorly fitted or top-dose-only effect, or effect the other way, or a change in a side signal; inactive = no such curve, though single readings can be large or run the other way; the % refers to the polarisation; also: potency is read from the fitted curve at half-maximal effect; % is scaled to controls: 0 for no effect and ±100 for the full control effect
POLH inh: blocks human DNA polymerase eta activity; Q9Y253; recombinant Pol eta, fluorescent DNA replication assay; Potency, µM (highest dose often 114 µM), inactives show top-dose activity change, negative = inhibition, actives largely listed as inhibitors; actives 1.2% (n = 390,000); AID 588591; also: potency is read from the fitted curve at half-maximal effect; % is scaled to controls: 0 for no effect and ±100 for the full control effect
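Pol eta (10 nM) was preincubated with compounds for 15 min at room temperature, after which fluorescent replication substrate (50 nM final) was added to start the reaction. Fluorescence was read kinetically at 0 and 10 min.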
BAZ2B block: inhibitors of human BAZ2B bromodomain; Potency, µM (doses to about 114 µM), without a hit: at the highest dose activity change, negative = inhibition, actives largely listed as inhibitors; Q9UIF8; AID 504333; actives 4.4% (n = 360,000); AlphaScreen BAZ2B-H3K14Ac peptide displacement; also: potency is read from the fitted curve at half-maximal effect; % is scaled to controls: 0 for no effect and ±100 for the full control effect; nearly all actives have a fitted effect of over 60% in size
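BAZ2B (50 nM) with biotin-H3(5-23)K14Ac peptide (50 nM) in PBS pH 7.4, 0.01% Tween-20, preformed 30 min, then compound 30 min at room temperature; top concentration 110uM. AlphaScreen streptavidin donor/nickel chelate acceptor beads (10 ug/mL final), 20 min dark, signal read.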
PGK inhibitor: inhibitors of T. brucei phosphoglycerate kinase | Potency, µM (top dose mostly 57.5 µM), for the others: at the top dose activity change, negative = inhibition, hits mostly inhibitors | AID 602233 | P07378 | actives 0.043% (n = 380,000) | PGK/GAPDH coupled, Kinase-Glo luminescence, 60 min; also: potency is read from the fitted curve at half-maximal effect; % is scaled to controls: 0 for no effect and ±100 for the full control effect; nearly all actives have a fitted effect of over 60% in size
Target sequence (P07378 whole entry, looked up): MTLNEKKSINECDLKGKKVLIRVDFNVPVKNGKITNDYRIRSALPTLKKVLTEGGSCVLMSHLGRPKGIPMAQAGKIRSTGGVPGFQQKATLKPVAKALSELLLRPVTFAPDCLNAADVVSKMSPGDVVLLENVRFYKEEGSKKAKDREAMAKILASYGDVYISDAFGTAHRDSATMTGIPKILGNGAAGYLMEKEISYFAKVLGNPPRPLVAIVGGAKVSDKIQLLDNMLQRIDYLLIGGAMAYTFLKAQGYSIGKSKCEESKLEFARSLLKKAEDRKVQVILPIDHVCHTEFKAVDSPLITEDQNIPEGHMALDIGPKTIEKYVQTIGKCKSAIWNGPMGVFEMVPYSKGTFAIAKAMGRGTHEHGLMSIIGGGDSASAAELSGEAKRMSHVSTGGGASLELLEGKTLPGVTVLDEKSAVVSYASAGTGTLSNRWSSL
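Luminescent ATP detection (Kinase-Glo Plus) follows a 60-minute room-temperature incubation, with wells lacking PGK as controls. Buffer: 100 mM TEA (pH 7.6), 5 mM MgCl2, 0.01% Tween-20. Coupling enzyme GAPDH (100 nM final) supplies unstable 1,3-BPG in-well.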
GLS inh: inhibitors of human glutaminase (GLS). O94925. GLS enzymatic activity, qHTS titration. Potency, µM (highest dose often 45.5 µM), for inactives: at the highest dose activity change, negative = inhibition, hits mostly inhibitors. actives 0.21% (n = 410,000). AID 624170; also: potency is read from the fitted curve at half-maximal effect; % is scaled to controls: 0 for no effect and ±100 for the full control effect
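hKGA; 45 mM KH2PO4 pH 8.2 + 0.02% Tween-20; cpd via pin tool; 1 mM Gln soln; GluOx/HRP/Amplex Red; RT 30 min; fluor. t0 & final.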
G9a inh: G9a (human) methyltransferase inhibition; Q96KQ7; G9a H3K9 monomethylation, AlphaScreen, 2 h; Potency, µM (doses to about 102 µM), without a hit: at the top dose activity, negative = inhibition, hits mostly inhibitors; actives 8.8% (n = 350,000); AID 504332; also: potency is read from the fitted curve at half-maximal effect; % is scaled to controls: 0 for no effect and ±100 for the full control effect; nearly all actives have a fitted effect of over 75% in size
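Using a bead-based AlphaScreen, monomethylated H3K9 product from 2 h room-temperature reactions (G9a 20 nM, peptide 500 nM, SAM 20 uM) was detected with 0.5 ug/mL rabbit anti-H3K9me1 antibody.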
* hit, by the source's call; i = inactive; ? = inconclusive; . = not tested or not shown; [ ] = dose if it differs, or a comment. Unless noted, calls follow the shape of the dose curve; as a rule, active = well fitted curve in the direction sought with a large enough effect; inconclusive = small, poorly fitted or top-dose-only effect, or another doubt; inactive = no such curve, though single readings can be large; an effect the other way counts as inactive or inconclusive.

| nr | POLH inh | G9a inh | HP1b binding inh | GLS inh | BAZ2B block | PGK inhibitor | JMJD2A Tudor inh | Pin1 inhibitor | PI4K2A inh | structure |
| --- | --- | --- | --- | --- | --- | --- | --- | --- | --- | --- |
| 1 | -10% | 1%[59 µM] | 27% | 2% | 0% | 2% | -9% | -2% | -12 | CCc1nn(-c2cc(Oc3ccccc3)nc(-c3ccccc3)n2)c(N)c1C#N |
| 2 | -17% | ? | ? | -10% | -6% | 3% | ? | 23% | -1 | Cc1cc(C)cc(NS(=O)(=O)c2ccc(NC(=S)NC(=O)c3ccc(Br)o3)cc2)c1 |
| 3 | -10% | 35µM* | -14% | -10% | 40µM* | 0% | ? | -1% | 2 | CN(C)CCN(C(=O)c1ccc(S(=O)(=O)N(C)c2ccccc2)cc1)c1nc2cc3c(cc2s1)OCO3 |
| 4 | -14% | ? | 34% | 21% | -3% | -6% | -14% | 1% | 2 | CC(=O)N1CCc2cc(S(=O)(=O)Nc3ccccc3N3CCN(C)CC3)ccc21 |
| 5 | 5% | -45% | 8% | 3% | -17% | -8% | 3% | 1% | 1 | COc1ccc(C(=O)Nc2cccnc2)cc1 |
| 6 | -13% | ? | -9% | 7% | 1% | -1% | ? | -2% | 8 | Cc1ccc(NC(=O)c2ccc(-n3cncn3)c([N+](=O)[O-])c2)cc1F |
| 7 | -16% | . | 49%[activator] | -5% | 0% | -5% | -9% | -5% | -1 | CC1=C(C(=O)N2CCCC(CCC(=O)NCc3ccccc3F)C2)OCCO1 (stereo not given) |
| 8 | -20% | . | 12% | 4% | . | -10% | -7% | -11% | -2 | O=C(N[C@H](CO)[C@H](O)c1ccc([N+](=O)[O-])cc1)C(Cl)Cl |
| 9 | -12% | 71µM* | -4% | 42% | 79µM* | -16% | -22% | 2% | -9 | O=C(Nc1ncccc1O)c1ccc(NS(=O)(=O)c2ccc3[nH]c(=O)[nH]c3c2)cc1 |
| 10 | -16% | 25%[59 µM] | 23% | -3% | -3% | -8% | -24% | -1% | -1 | CC1Cc2ccccc2N1C(=O)CCn1c(=O)oc2ccccc21 (stereo not given) |
| 11 | -16% | -17% | 33% | 6% | 0% | 1% | -11% | 1% | -10 | CCCn1c(SCC(=O)Nc2ccc3c(c2)CCC3)n[nH]c1=O |
| 12 | 7% | ? | 15%[57 µM] | 33%[activator] | -25% | 5% | -33% | -3% | 1 | CCOC(=O)c1cc(S(=O)(=O)N2CCN(c3ccc(OC)cc3)CC2)[nH]n1 |
| 13 | -2% | 23%[59 µM] | 37% | -7% | 9%[0.457 µM] | -1% | -11% | -3% | -2 | Cc1c(Cl)c([N+](=O)[O-])nn1CC(=O)NCc1ccc(Cl)cc1 |
| 14 | -7% | ? | 32% | -1% | ? | -3% | -21% | 2% | -2 | Cc1cc(OC(=O)c2ccccc2[N+](=O)[O-])c([N+](=O)[O-])c(=O)[nH]1 |
| 15 | -26% | 130%[activator][59 µM] | 224%[activator] | 3% | 213%[activator] | -11% | 88%[activator] | 4% | 1 | COC(=O)C1=CN(C(C)C)C=C(C(=O)OC)C1c1cc(Br)c(OC)c(OC)c1 |
| 16 | ? | 56µM* | 0% | 13% | -33% | 6% | -30% | 1% | -8 | CN(C)CCCN(C(=O)c1ccc([N+](=O)[O-])o1)c1nc2cc3c(cc2s1)OCO3 |
| 17 | -19% | . | 27% | -2% | . | 1% | 3% | 3% | -2 | NC(=O)c1ccc(NC(=O)COC(=O)C2COc3ccccc3O2)cc1 (stereo not given) |
| 18 | -19% | 56µM* | 19% | -1% | -2% | i | -10% | 36%[activator] | 0 | Cc1sc2ncnc(N3CCC(C(=O)Nc4ccc(Cl)cc4Cl)CC3)c2c1C |
| 19 | -11% | 20%[2.33 µM] | 20% | 15% | -5% | i | -14% | -1% | -5 | CCN1CCN(C(=O)N(Cc2ccc(Cl)cc2)S(=O)(=O)c2ccc(C)cc2)CC1 |
| 20 | -14% | . | 29% | 17% | . | -3% | -6% | 1% | -1 | COc1cc(O)c(C(=O)CC(=O)c2ccncc2)c(OC)c1 |

The closing 5 compounds of the section above are carried over, then new ones follow:
| nr | POLH inh | G9a inh | HP1b binding inh | GLS inh | BAZ2B block | PGK inhibitor | JMJD2A Tudor inh | Pin1 inhibitor | PI4K2A inh | structure |
| --- | --- | --- | --- | --- | --- | --- | --- | --- | --- | --- |
| 16 | ? | 56µM* | 0% | 13% | -33% | 6% | -30% | 1% | -8 | CN(C)CCCN(C(=O)c1ccc([N+](=O)[O-])o1)c1nc2cc3c(cc2s1)OCO3 |
| 17 | -19% | . | 27% | -2% | . | 1% | 3% | 3% | -2 | NC(=O)c1ccc(NC(=O)COC(=O)C2COc3ccccc3O2)cc1 (stereo not given) |
| 18 | -19% | 56µM* | 19% | -1% | -2% | i | -10% | 36%[activator] | 0 | Cc1sc2ncnc(N3CCC(C(=O)Nc4ccc(Cl)cc4Cl)CC3)c2c1C |
| 19 | -11% | 20%[2.33 µM] | 20% | 15% | -5% | i | -14% | -1% | -5 | CCN1CCN(C(=O)N(Cc2ccc(Cl)cc2)S(=O)(=O)c2ccc(C)cc2)CC1 |
| 20 | -14% | . | 29% | 17% | . | -3% | -6% | 1% | -1 | COc1cc(O)c(C(=O)CC(=O)c2ccncc2)c(OC)c1 |
| 21 | -1% | . | . | 15% | . | -3% | . | . | -10 | O=C1CCC2c3[nH]c4ccccc4c3CCN12 (stereo not given) |
| 22 | -10% | ? | 39%[activator] | -4% | 0% | i | -6% | -5% | -7 | COc1ccc2c(c1)c1c(c(=O)n(-c3ccc(OC)c(OC)c3)c(=O)n1Cc1ccccc1F)n2C |
| 23 | 4% | ? | 24% | 3% | -4% | 6% | -1% | -9% | -4 | CCCCn1c(N)c(N(CC(C)C)C(=O)CN(C)S(=O)(=O)c2ccc(C)cc2)c(=O)[nH]c1=O |
| 24 | -16% | ? | 13% | 4% | -10% | 2% | ? | 2% | -5 | Cc1cccc(C2CC(c3ccc(Br)cc3)Nc3nc(N)nn32)c1 (stereo not given) |
| 25 | -11% | . | 50%[activator] | -3% | . | -2% | -6% | 9% | 0 | CC(NC(=O)COC(=O)c1ccccc1F)C1CC2CCC1C2 (stereo not given) |
| 26 | -23% | ? | 7% | -5% | -36% | -2% | -27% | -1% | 4 | COc1ccc(-c2nc(CSCC(=O)NC3CCCc4ccccc43)c(C)o2)cc1 (stereo not given) |
| 27 | -6% | 29% | 19% | -2% | 9% | 5% | 1% | -6% | -6 | CCN(CC(=O)NCc1ccncc1)S(=O)(=O)c1ccc(OC)cc1 |
| 28 | -7% | 220%[activator] | 18% | 1% | 37% | 0% | 43%[activator] | 0% | 0 | CCOc1nc(CC(C)C)c2c(c1C#N)CC(C)(C)OC2 |
| 29 | -12% | 5% | 26% | 3% | 1% | i | -13% | 10% | 10 | O=C(Nc1ccc(O)cc1)c1ccc(NC(=O)c2cccs2)cc1 |
| 30 | -22% | 3% | 34% | 24% | -20% | -4% | -18% | -4% | 0 | COc1ccccc1N(C)S(=O)(=O)c1ccc(C(=O)NNC(=O)c2ccccc2O)cc1 |
| 31 | -20% | -22%[0.0925 µM] | 20% | 2% | ? | -9% | -6% | -4% | -3 | COc1ccc(NC(=O)CC(C)C)c([N+](=O)[O-])c1 |
| 32 | -12% | 4% | 41%[activator] | 4% | -31% | 2% | 1% | 2% | 3 | CCOc1cc(/C=C(/NC(C)=O)C(=O)O)cc(Cl)c1OCc1ccc(Br)cc1 |
| 33 | -9% | . | 30% | -12% | -5% | -9% | -16% | -1% | 0 | CN1CCN(Cc2nc(-c3cccs3)no2)CC1c1ccccc1 (stereo not given) |
| 34 | 0% | 40µM* | 23% | 0% | ? | -11% | -12% | -5% | 2 | CCCN1CCC(=O)N([C@H](COc2ccccc2)c2ccccc2)CC1 |
| 35 | -14% | 8%[0.501 µM] | 11% | 1% | -6% | -2% | -13% | 0% | 4 | Cc1nn(CC(=O)NC(=O)NC2CCCCC2C)c(=O)c(C#N)c1C (stereo not given) |
| 36 | -11% | -40% | 31% | 3% | 1% | i | -1% | 11% | -3 | Cc1ccc(C(=O)Nc2ccc(CN3CCCCC3)cc2)c(C)c1 |
| 37 | -18% | 8%[59 µM] | -11% | 0% | -15% | -2% | -14% | -1% | -6 | O=C(COc1ccccc1F)OCc1cc(=O)n2nc(C3CCCCC3)sc2n1 |
| 38 | 1% | 7% | 44%[activator] | 6% | 1% | 4% | -6% | 6% | -4 | CSc1cccc(NS(=O)(=O)c2cn(C)cn2)c1 |

Only part of the results is shown; rates above refer to the full screens.
